From PubChem BioAssay
KCNQ2 block: KCNQ2 potassium channel inhibitors, primary screen, cell-based, CHO-K1, FluxOR thallium flux, B-score (AID 2156); 1.1% of 310,000 active; B-score at 10 µM; O88943; 20 min; hits give low values;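 active means fluorescence ratio B-score at most minus 3 library SDs, with starting brightness B-score within 2 library SDs, cut at about -5.5 in these data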
Kir21 block: inhibitors of mouse Kir2.1 inward-rectifier potassium channel | HEK293-Kir2.1, FluxOR thallium flux fluorescence; hits give low values | B-score at 10 µM | 0.85% of 310,000 active | AID 1672;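 active means fluorescence ratio B-score at or below minus 3 SD of library scores, with starting-brightness B-score within 2 SD, cut at about -4.2 in these data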;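 further: channel flux triggered by added potassium and thallium sulfate stimulus; B-score of peak minus minimum fluorescence over baseline after thallium stimulus; more negative B-score means stronger Kir2.1 block with less thallium influx; some compounds called inactive have numbers as strong as hits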
Target sequence (P35561 whole entry, looked up): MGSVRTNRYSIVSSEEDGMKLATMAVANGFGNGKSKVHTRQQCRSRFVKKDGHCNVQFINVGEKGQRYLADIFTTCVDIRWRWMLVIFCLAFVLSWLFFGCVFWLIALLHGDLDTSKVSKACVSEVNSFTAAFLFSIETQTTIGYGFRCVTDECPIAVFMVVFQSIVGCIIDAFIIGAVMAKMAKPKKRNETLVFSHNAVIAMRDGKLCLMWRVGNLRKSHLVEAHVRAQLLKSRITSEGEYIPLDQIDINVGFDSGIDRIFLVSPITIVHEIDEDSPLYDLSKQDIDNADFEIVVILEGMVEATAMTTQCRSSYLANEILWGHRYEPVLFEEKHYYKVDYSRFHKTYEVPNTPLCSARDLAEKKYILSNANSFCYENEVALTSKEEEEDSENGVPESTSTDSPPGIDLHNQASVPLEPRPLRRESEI
CHT inh: inhibits the human high affinity choline transporter; Q9GZV3; CHT-expressing cells, membrane potential dye, choline response; hits give low values; B-score at 10 µM; 0.86% of 310,000 active;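 active means B-score over 3 SD under the library average, and starting fluorescence ratio not unusually high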;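 further: choline stimulus applied at its EC90 after an EC20 pre-addition; B-score computed on integrated fluorescence ratio after choline addition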
Target sequence (Q9GZV3 whole entry, looked up): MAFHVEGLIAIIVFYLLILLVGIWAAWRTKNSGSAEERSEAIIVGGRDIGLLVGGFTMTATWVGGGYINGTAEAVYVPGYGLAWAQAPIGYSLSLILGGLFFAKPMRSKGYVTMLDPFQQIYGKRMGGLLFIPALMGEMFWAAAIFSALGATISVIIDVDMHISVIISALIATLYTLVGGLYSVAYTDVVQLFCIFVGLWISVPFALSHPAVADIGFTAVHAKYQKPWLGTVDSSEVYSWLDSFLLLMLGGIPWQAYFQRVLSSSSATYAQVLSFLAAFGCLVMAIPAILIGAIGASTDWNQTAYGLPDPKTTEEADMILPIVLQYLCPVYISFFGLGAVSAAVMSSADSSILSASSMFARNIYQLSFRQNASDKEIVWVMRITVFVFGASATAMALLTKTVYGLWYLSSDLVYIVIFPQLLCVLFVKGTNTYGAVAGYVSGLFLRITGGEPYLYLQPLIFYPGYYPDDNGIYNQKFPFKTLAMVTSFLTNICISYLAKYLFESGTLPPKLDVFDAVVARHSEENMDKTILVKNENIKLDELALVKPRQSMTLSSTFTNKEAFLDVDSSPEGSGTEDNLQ
An asterisk follows results filed as active; i = inactive; · = not tested or not shown.

SMILES	KCNQ2 block	Kir21 block	CHT inh
COc1ccc(NS(=O)(=O)c2cc(NC(=O)c3cccs3)ccc2N2CCOCC2)cc1	i	0.03	i
O=C1N(Cc2cccc(Cl)c2)C[C@@H]2C[C@@H](c3cccc4ncccc34)N3CCC[C@@]123	i	-0.78	i
CCOc1cc(NC(=O)c2ccccn2)c(OCC)cc1NC(=O)c1ccc(Cl)cc1	i	1.9	i
Cc1ccc(C)c(C(C)NC(=O)Cc2cccs2)c1 (stereo unspecified)	i	-0.67	i
Cc1ccc(-c2nn(C)c(=O)c3ccccc23)cc1CNC(=O)CN1CCOCC1	i	0.47	i
CCCN1C(=O)/C(=N\OCC(=O)NC23CC4CC(CC(C4)C2)C3)c2ccccc21	i	0.05	i
COc1ccccc1N(CN1CCCC1=O)C(=O)c1c(F)cccc1Cl	i	0.46	i
Cc1cc(C)cc(N(CC(=O)NC2CCCCC2)C(=O)CNC(=O)c2ccco2)c1	i	-0.31	i
CCc1nc2c(n1O)CCc1nonc1-2	i	-0.19	i
Cc1ccc(-c2cc(C(=O)Nc3c(C#N)cnn3C)no2)cc1	i	-0.63	i
CCC(c1nnnn1Cc1ccco1)N1CCN(C(=O)c2ccco2)CC1 (stereo unspecified)	i	1.6	i
C=CCNc1nnc(Cc2ccc(C(C)C)cc2)c(=O)[nH]1	i	0.4	i
CCN(CC)c1ccc(NC(=O)c2ccco2)c(C)c1	i	-0.88	i
CN(C)c1nc(C=C(C#N)C#N)c(Cl)n1-c1ccc(F)cc1	i	0.12	·
COc1ccc(NC(=O)c2ccco2)cc1NC(=O)c1cccc(F)c1	i	0.84	·

A second format for 4 compounds above:
| compound | KCNQ2 block | Kir21 block | CHT inh |
| --- | --- | --- | --- |
| Cc1ccc(-c2cc(C(=O)Nc3c(C#N)cnn3C)no2)cc1 | i | -0.63 | i |
| CCC(c1nnnn1Cc1ccco1)N1CCN(C(=O)c2ccco2)CC1 (stereo unspecified) | i | 1.6 | i |
| C=CCNc1nnc(Cc2ccc(C(C)C)cc2)c(=O)[nH]1 | i | 0.4 | i |
| CCN(CC)c1ccc(NC(=O)c2ccco2)c(C)c1 | i | -0.88 | i |

Other structures:
SMILES	KCNQ2 block	Kir21 block	CHT inh
Cc1ccc2nc(-c3ccc(NC(=S)NC4CC(C)(C)NC(C)(C)C4)cc3)sc2c1	i	-5.1*	i
Cc1ccc(NC(=O)COc2coc(CN3CCN(c4ccccc4)CC3)cc2=O)cc1	i	-2.3	i
CC(C)(C)N1CC(C(=O)Nc2ccc(S(=O)(=O)N3CCCCC3)cc2)CC1=O (stereo unspecified)	i	0.12	i
COc1ccccc1CNC(=O)C1CCC1	i	0.8	i
CN(C(=O)c1ccc2c(=O)n3c(nc2c1)CCCCC3)c1ccccc1F	i	0.95	i
NS(=O)(=O)c1ccc(CCNc2ccccc2[N+](=O)[O-])cc1	i	0.28	i
COC(=O)c1cn(NC(=O)c2ccc(OC)c([N+](=O)[O-])c2)c(=O)c2ccccc12	i	-0.13	i
O=C(c1ccccc1)N1CCCCC(Sc2nnc3ccccn23)C1=O (stereo unspecified)	i	-0.7	i
Cc1c(OC(C(=O)O)c2ccccc2)ccc2c3c(c(=O)oc12)CCC3 (stereo unspecified)	i	2.4	·
CCn1ccc(C(=O)Nc2ccc3c(c2)CCC3)n1	i	1.5	i
Cc1cc(N2CCCC2)c(C)cc1C=O	i	1.4	i
NC(=O)CC(NC(=O)Cc1ccc(Br)cc1)c1ccc(NCCc2ccccc2F)c([N+](=O)[O-])c1 (stereo unspecified)	i	1	i
O=S(=O)(CCc1nc2ccccc2o1)c1ccc(Cl)cc1	i	1.5	i
CCc1c(C)nc2ncnn2c1N1CCC(C(=O)NCc2cccc(OC)c2)CC1	i	-0.49	i
CCc1nnc(NS(=O)(=O)c2ccc(Nc3ccc([N+](=O)[O-])c4nonc34)cc2)s1	i	-0.44	i

Full records, quoted from the list. Order of screens: KCNQ2 block	Kir21 block	CHT inh
`NC(=O)CC(NC(=O)Cc1ccc(Br)cc1)c1ccc(NCCc2ccccc2F)c([N+](=O)[O-])c1` (stereo unspecified) across the screens: i	1	i
`O=C(c1ccccc1)N1CCCCC(Sc2nnc3ccccn23)C1=O` (stereo unspecified) across the screens: i	-0.7	i

(further entries)
SMILES	KCNQ2 block	Kir21 block	CHT inh
O=C(CN1CCN(C2CCCCC2)CC1)c1c[nH]c2ccccc12	i	-1	i
O=C(CSc1ncc(-c2ccccc2)n1C1CCCC1)N1CCc2ccccc21	i	0	i
Cc1cccc(NS(=O)(=O)c2ccc3c(c2)NC(=O)CC(=O)N3)c1	i	0.15	i
Cc1[nH]c2ccccc2c1/C=N\NC(=O)CNc1ccc2c(c1)OCO2	i	0.15	i
COc1ccc(NC(=O)CSc2nnc(C)n2C2CCCCC2)cc1	i	-2	i
CCOC(=O)C(=O)N(CC)C1CCS(=O)(=O)C1 (stereo unspecified)	i	0.09	i
COc1ccccc1-c1coc2c(CN3CCN(C)CC3)c(O)ccc2c1=O	i	-0.12	i
Cc1ccccc1NC(=O)C1CCCN(C(=O)Nc2ccc(F)cc2)C1 (stereo unspecified)	i	0.16	i
CCN(CC)CCN(Cc1cc2cc3c(cc2[nH]c1=O)OCCO3)C(=O)NC1CCCCC1	i	-0.13	i
O=C(CN1C(=O)NC(Cc2ccccc2)C1=O)Nc1ccc(F)cc1 (stereo unspecified)	i	-0.1	i
Cn1nnnc1Sc1ncnc2scc(-c3ccc(F)cc3)c12	i	0.27	i
CC(C)(O)C#Cc1ccc(C(=O)NCCc2ccc(S(N)(=O)=O)cc2)cc1	i	1.5	i
Cc1ccc(C)c(CSC2=NCCN2S(=O)(=O)c2ccccc2)c1	-6.3*	-1.7	i
O=C(NC12CC3CC(CC(C3)C1)C2)C1CC(=O)N(c2ccc(Br)cc2)C1 (stereo unspecified)	i	-0.45	i
O=C(c1ccc(Cl)c(Cl)c1)N1CCN(Cc2ccc3c(c2)OCO3)CC1	i	0.08	i
O=C(Cc1ccc(F)cc1)NCC1CCCO1 (stereo unspecified)	i	1.8	i
O=C1N=C(N2CCCC2)S/C1=C\c1cn[nH]c1-c1ccccc1	i	-0.5	i
CC(=O)NCCc1cc2ccc(C)c(C)c2[nH]c1=O	i	-1.8	i
Cc1ccc(S(=O)(=O)N2CCOCC2)cc1NC(=O)CSc1nc2ccccc2c(=O)n1Cc1ccccc1	i	0.52	i
COc1ccc(NC(=S)NC(=O)c2ccccc2)cn1	i	3.6	·
O=C(Nc1ccc(Oc2ccccc2)cc1)C1CCN(c2ncccn2)CC1	i	1.2	i
CCCCc1nnc(NC(=O)CCS(=O)(=O)Cc2ccccc2)s1	i	-0.18	i
CCOC(=O)CSc1nc(C)cc(Oc2ccc(=O)n(C)n2)n1	i	0.3	i
Nc1nc2ccccc2n1/N=C/c1ccc(-c2ccccc2)o1	i	0.08	i
CCCC(C)C(=O)NCc1ccccc1OC (stereo unspecified)	i	0.28	i
CN1CCN(c2ccccc2NC(=O)c2c(F)cccc2F)CC1	i	-1.3	i
O=C(Nc1ccccc1C(=O)NCCN1CCOCC1)c1cccc([N+](=O)[O-])c1	i	-0.53	i
COc1ccc(C(C(=O)NC2CCCC2)N(Cc2cccnc2)C(=O)Cc2cccs2)cc1OC (stereo unspecified)	i	0.16	i
O=S(=O)(Nc1ccccc1Br)c1cccs1	i	0.13	i
O=C(Nc1ccccc1Oc1cccnc1)C1CCCN(Cc2ccccc2O)C1 (stereo unspecified)	i	-0.48	i
Cc1ccc(S(=O)(=O)NC(C)CCc2ccccc2)cc1 (stereo unspecified)	i	-4.8*	i
Cc1ccc(/C=C/c2ccc3cccc(O)c3n2)s1	i	0.05	i
CC1(c2nnc(Cc3ccccc3)o2)CC(c2ccc(C#N)cc2)=NO1 (stereo unspecified)	i	-0.7	i
CCN(CC)c1ccc(/C=N/NC(=O)c2nnn(-c3nonc3N)c2C(C)C)c(O)c1	i	-1.8	i
O=C(O)C1=C[C@@H](c2csc3ccccc23)C[C@@H](OCCCCO)O1	i	0.01	i
NC(=S)N=Nc1c(O)[nH]c2c(Br)cc(Br)cc12	i	-2.7	i
Cc1oncc1-c1cn2ccccc2n1	i	0.72	i
O=C(Nc1ccnn1C1CCN(CCCc2ccccc2)CC1)c1cccc(F)c1	i	-0.12	i
CC(=O)OCCc1[nH]c2ccccc2c1C	i	1.2	i
c1ccc(-c2cc3c(N4CCOCC4)ncnc3s2)cc1	i	0	i
CCCCN(C(=O)COC(=O)CSc1ccc([N+](=O)[O-])cc1)c1c(N)n(CCC)c(=O)[nH]c1=O	i	-1	i
COc1ccc(Oc2nccc(-c3ccccc3)c2C#N)cc1	i	0.03	i
Cc1cc(C)cc(NC(=O)COC(=O)CCCC2=NS(=O)(=O)c3ccccc3N2)c1	i	-0.33	i
CCc1cccc(C)c1NC(=S)N(CCN(C)C)C(C)c1cccnc1 (stereo unspecified)	i	-0.67	i
Cc1ccc(NCC(O)C(O)C(O)CO)cc1C (stereo unspecified)	i	0.58	i
Cc1ccc(S(=O)(=O)N(C)C)cc1NC(=O)C1CCC1	i	1.1	i
CC1CCC(NC(=O)CCS(=O)(=O)c2ccc3c(c2)CC(C)N3C(=O)C2CC2)CC1 (stereo unspecified)	i	1.3	i
N#C/C(=C\c1ccc(OCc2ccc(F)cc2)cc1)C(=O)Nc1cccc(C(=O)O)c1	i	0.94	i
Cc1nnc(SCCn2c(N3CCN(C)CC3)nc3c2c(=O)[nH]c(=O)n3C)s1	i	-1.7	i
O=C(Cn1cnc(S(=O)(=O)N2CCCC2)c1)Nc1ccc(OC(F)(F)F)cc1	i	-1	i
O=C(Cn1cccc1)NCc1cccs1	i	-0.97	i
CCCn1c(SCC(=O)Nc2ccc(C(=O)Nc3ccccc3OC)cc2)n[nH]c1=O	i	-0.33	i
CCOc1ccc(NC(=O)N(CCCN2CCOCC2)Cc2cccnc2)cc1	i	-0.94	i
CC1=C(C)C(=O)N(CCC(=O)O)C1=O	i	0.06	i
CCOC(=O)C1=C(C)N=C2SCCC(=O)N2[C@@H]1c1cccs1	i	-4.3*	i
O=S(=O)(Nc1nnc(C(F)(F)F)s1)c1ccc(Cl)cc1	i	0.14	i
CC(C)c1ccc(CCNC(=O)c2cccc(S(=O)(=O)N3CCN(C)CC3)c2)cc1	i	-0.87	i
CC(C)NC(=S)N1CCC(Cc2ccccc2)CC1	i	-0.26	i
CS(=O)(=O)c1ccc2nc(NC(=O)CC3CCCC3)sc2c1	i	0.02	i
COc1ccc(S(=O)(=O)NC(C(C)C)C(C)C)cc1OC	i	0.21	i

Additional compounds follow:
SMILES	KCNQ2 block	Kir21 block	CHT inh
COc1cc(C(=O)NCCCNc2nc3cc(C)c(C)cc3cc2C#N)cc(OC)c1OC	i	-1.4	i
CCOC(=O)c1cnc2c(C)c(-c3ccccc3)[nH]n2c1=O	i	-0.26	i
COCCN(C(=O)CCc1ccccc1OC)c1nnc(-c2cccnc2)s1	i	-1.1	i
Cn1c(=O)c2c(nc(CN3CCOCC3)n2CC(O)CO)n(C)c1=O (stereo unspecified)	i	-0.24	i
O=C(O)/C=C/C(=O)Nc1ccccc1C(=O)OCC(=O)c1ccc2c(c1)OCCO2	i	0.06	i
CCCCSCc1nc2ccccn2c1Br	i	0.89	i
Cc1nn(Cc2ccccc2)c(C)c1NC(=O)CCCn1nc(C)c([N+](=O)[O-])c1C	i	-0.2	i
O=C(Cn1nnc(-c2ccc(Cl)cc2)n1)NCCC1=CCCCC1	i	0.25	i
CC(C)NC(=O)NC(=O)COC(=O)c1cccc(OC(F)F)c1	i	1.4	i
Cc1cc(-c2csc(N)n2)c(C)n1Cc1ccccc1	i	-1.6	i
O=C(Nc1ccn(Cc2ccccc2F)n1)c1ccc(COc2ccccc2Cl)cc1	i	2	i
COc1ccc(OC)c(-n2c(C)ccc2-c2ccc(S(C)(=O)=O)cc2)c1	i	-0.05	i
Cc1ccc2[nH]c3c(=O)n(CC(=O)N4CCN(C)CC4)ncc3c2c1	i	-0.48	i
COc1ccc(NC(=O)CN2CCC(NC(=O)c3ccco3)CC2)c([N+](=O)[O-])c1	i	0.02	i
Cc1ccc(OCCCCCCN2CCNCC2)cc1	i	-1.6	i
Nc1nc(SC23CC4CC(CC(C4)C2)C3)ns1	i	-0.31	i
Cc1noc(NS(=O)(=O)c2ccc(NC(=O)CCC3CCCC3)cc2)c1C	i	0.06	i
Nc1c(Cl)ncnc1N1CCCC1	i	0.18	i
Nc1nonc1-c1nc2ccccc2n1Cc1ccc(F)cc1Cl	i	2.4	i
COc1ccc(NC(=O)c2nc[nH]c2C(=O)N2CCN(c3ccccc3)CC2)cc1	i	0.02	i
O=C(c1ccc(Cl)cc1[N+](=O)[O-])N1CCN(c2ccccn2)CC1	i	-1.6	i
NNC(=O)c1ccc(COc2ccc3c(c2)CCC3)cc1	i	3.9	i
Cc1nc2n(COCCO)cnn2c(=O)c1Br	i	-0.06	i
CCC(=O)c1cc2c(cc1NC(=O)c1ccc(C)cc1)OCCO2	i	-0.6	i
CC(C)(C)c1ccc(/C=C/C(=O)NC2=NCCS2)cc1	i	0.43	i
CC(=O)Nc1ccc(Nc2cc(C(C)C)nc3c(-c4ccccc4)c(C)nn23)cc1	i	1.8	i
C=CCN(c1ccccc1)S(=O)(=O)c1cccc(C(=O)Nc2ncccc2C)c1	i	-0.71	i

A few values from the list.
Kir21 block, Nc1c(Cl)ncnc1N1CCCC1 : 0.18
Kir21 block, O=C(c1ccc(Cl)cc1[N+](=O)[O-])N1CCN(c2ccccn2)CC1 : -1.6
Kir21 block, CC(=O)Nc1ccc(Nc2cc(C(C)C)nc3c(-c4ccccc4)c(C)nn23)cc1 : 1.8
Kir21 block, Cc1noc(NS(=O)(=O)c2ccc(NC(=O)CCC3CCCC3)cc2)c1C : 0.06
Kir21 block, Cc1nc2n(COCCO)cnn2c(=O)c1Br : -0.06
